Source: PubChem BioAssay (Broad Institute)
Mtb BioA inh – M. tuberculosis BioA enzyme inhibitors, primary screen, biochemical, plate reader, single point, HTS | 7,8-diaminopelargonic acid synthase BioA (Mycobacterium tuberculosis) | purified M. tuberculosis BioA enzyme | inhibition, % at 9.99 µM | 360,000 tested, 0.096% active | AID 602481, 2012; in the data active means inhibition above about 40%
An asterisk follows results filed as active.

SMILES	Mtb BioA inh
Cc1noc(C)c1S(=O)(=O)Nc1ccc2c(c1)CC(=O)N([C@@H](C)CO)C[C@@H](C)[C@@H](CN(C)S(=O)(=O)c1cn(C)cn1)O2	1.9
Cc1ccc(S(=O)(=O)NCC[C@@H]2CC[C@H](NC(=O)c3cccc(F)c3)[C@@H](CO)O2)cc1	6.7
Cc1noc(C)c1NC(=O)Nc1ccc2c(c1)C(=O)N(C)[C@@H]1CC[C@H](CC(=O)N[C@@H]3CCN(Cc4ccccc4)C3)O[C@@H]1CO2	1.4
CN1C[C@@H]2[C@H](c3ccccc31)[C@@H](CO)N2C(=O)CN1CCOCC1	-2.1
CCS(=O)(=O)N1CCCCN2[C@H](CO)[C@@H](c3ccc(-c4ccccc4F)cc3)[C@@H]2C1	-2.5
O=C(NCc1ccccc1F)[C@@H]1[C@@H](CO)[C@@H]2Cn3c(cccc3=O)[C@@H]2N1CC1CCCC1	0.3
CC=Cc1ccc2n(c1=O)C[C@@H]1[C@@H](CO)[C@H](C(=O)NC3CCC3)N(CC)[C@H]21 (mixture of isomers)	-1.3
CCCN1C[C@H](C)[C@H](OC)CN(C)C(=O)c2cc(NC(=O)Nc3ccccc3F)ccc2OC[C@H]1C	3.6
C[C@@H]1CN([C@@H](C)CO)C(=O)c2cc(NS(=O)(=O)c3ccc(Cl)cc3)ccc2O[C@@H](C)CCCCO[C@H]1CN(C)C	-1.0
C[C@H](CO)N1C[C@H](C)[C@@H](CN(C)Cc2ccc3c(c2)OCO3)OCc2cn(nn2)CCCC1=O	-0.1
COCC(=O)Nc1ccc2c(c1)OC[C@H](C)N(Cc1cc(F)ccc1F)C[C@@H](C)[C@@H](OC)CN(C)C2=O	0.3
C[C@H](CO)N1C[C@H](C)[C@@H](CN(C)S(=O)(=O)c2cn(C)cn2)OCCCC[C@H](C)Oc2ccc(N(C)C)cc2C1=O	-3.1
C[C@@H]1CN([C@@H](C)CO)C(=O)c2cc(NS(=O)(=O)c3ccccc3)ccc2O[C@@H](C)CCCCO[C@H]1CN(C)C	-4.8
CC(C)C#Cc1cnc2c(c1)C(=O)N([C@H](C)CO)C[C@@H](C)[C@H](CN(C)C(=O)Cc1ccncc1)O2	0.2
C[C@H]1CN([C@@H](C)CO)S(=O)(=O)c2ccc(-c3cccnc3)cc2O[C@@H]1CN(C)Cc1cncnc1	4.8
O=C(C[C@H]1C[C@@H]2c3cc(NC(=O)C4CCC4)ccc3O[C@@H]2[C@H](CO)O1)NCC1CC1	0.1
C[C@@H]1CCCCO[C@H](CN(C)CC2CCCCC2)[C@@H](C)CN([C@H](C)CO)C(=O)c2cc(NC(=O)NC3CCCCC3)ccc2O1	-0.9
CCCC#Cc1cnc2c(c1)C(=O)N([C@@H](C)CO)C[C@@H](C)[C@@H](CN(C)C(=O)Cc1ccncc1)O2	-1.0
C[C@@H]1CN([C@H](C)CO)C(=O)Cc2cc(NC(=O)Nc3ccccc3)ccc2O[C@H]1CN(C)Cc1ccc(Cl)c(Cl)c1	-1.3
CCN1[C@@H]2c3ccc(-c4ccc(F)cc4)c(=O)n3C[C@@H]2[C@@H](CO)[C@@H]1C(=O)OC	-0.4
C[C@@H]1CN([C@@H](C)CO)C(=O)c2cc(NC(=O)Cn3cnnn3)ccc2O[C@H]1CN(C)Cc1ccc(C(F)(F)F)cc1	6.9
O=C(N[C@@H]1CC[C@H](CCn2cc(C3CC3)nn2)O[C@@H]1CO)c1cccnc1	2.1
N#C[C@H]1N[C@H](CO)[C@@H]1c1ccc(C#CC2CCCC2)cc1	12.6
CCCC(=O)Nc1ccc2c(c1)OC[C@@H](C)N(C(=O)CC)C[C@@H](C)[C@@H](OC)CN(C)C2=O	0.9
CO[C@@H]1CC[C@H]2CCOc3ccc(C#N)cc3C(=O)N(C)[C@@H](C)C(=O)N(C)C[C@@H]1O2	2.3
CCC(=O)Nc1ccc2c(c1)C(=O)N(C)[C@H]1CC[C@@H](CC(=O)NC3Cc4ccccc4C3)O[C@H]1CO2	-2.9
O=C(Cc1ccccc1)N[C@@H]1C=C[C@@H](CC(=O)N2CCOCC2)O[C@@H]1CO	-1.8
Cc1noc(C)c1NC(=O)Nc1ccc2c(c1)CC(=O)N([C@@H](C)CO)C[C@@H](C)[C@@H](CN(C)C(=O)Nc1ccc(C(F)(F)F)cc1)O2	-1.3
O=C(CCN1CCCCC1)N[C@H]1CC[C@@H](CCNC(=O)c2cc(Cl)cc(Cl)c2)O[C@@H]1CO	-2.4
COc1ccc(CN(C)C[C@H]2Oc3ccc(NC(=O)NC(C)C)cc3CC(=O)N([C@@H](C)CO)C[C@H]2C)cc1	-1.1
COc1ccccc1NC(=O)N1C[C@@H]2[C@H](c3ccccc31)[C@H](CO)N2C(=O)C1CCCC1	1.5
CN(C)CC#Cc1ccc([C@H]2[C@@H](CO)N3CCCCN(C(=O)C4CCC4)C[C@H]23)cc1	-3.0
C[C@H]1CN([C@@H](C)CO)C(=O)Cc2cc(NC(=O)CCN3CCOCC3)ccc2O[C@@H]1CN(C)S(=O)(=O)c1ccc(F)cc1	-1.1
C[C@@H]1CN([C@H](C)CO)C(=O)c2cc(NC(=O)NC3CCCCC3)ccc2O[C@@H](C)CCCCO[C@@H]1CN(C)C(=O)c1ccccc1	0.9
C[C@H](CO)N1C[C@H](C)[C@H](CN(C)Cc2ccc(O)cc2)OCc2ccccc2-c2ccccc2C1=O	-0.7
C[C@H](CO)N1C[C@H](C)[C@H](CN(C)S(=O)(=O)c2ccc(F)cc2)Oc2ncccc2C1=O	0.2
O=C(N[C@H]1CC[C@H](CCNS(=O)(=O)Cc2ccccc2)O[C@H]1CO)c1ccc2c(c1)OCO2	-2.9
O=C(C[C@H]1C[C@@H]2c3cc(NS(=O)(=O)c4ccc(F)cc4)ccc3O[C@@H]2[C@H](CO)O1)NCc1ccccc1	-0.2
O=C(Cc1cccnc1)N1CCCCN2[C@@H](CO)[C@H](c3ccc(C#CC4CC4)cc3)[C@@H]2C1	-1.8
CCS(=O)(=O)NCC[C@@H]1CC[C@H](NC(=O)Cc2ccccn2)[C@@H](CO)O1	1.3
C[C@@H]1CCCCO[C@@H](CN(C)Cc2ccc(C(=O)O)cc2)[C@H](C)CN([C@@H](C)CO)C(=O)c2cc(NC(=O)Nc3ccc(C(F)(F)F)cc3)ccc2O1	5.7
C[C@@H]1CN([C@H](C)CO)C(=O)Cc2cc(NC(=O)Nc3ccc(F)cc3)ccc2O[C@H]1CN(C)S(=O)(=O)c1ccccc1	-2.4
CN1C(=O)c2cc(NC(=O)c3cnccn3)ccc2OC[C@@H]2O[C@H](CC(=O)N[C@@H]3CCN(Cc4ccccc4)C3)CC[C@H]21	4.6
COc1ccc(CN(C)C[C@H]2Oc3c(NS(=O)(=O)c4ccc(OC)cc4)cccc3C(=O)N([C@H](C)CO)C[C@H]2C)cc1	3.8
CCCNC(=O)C[C@H]1C[C@H]2c3cc(NC(=O)Nc4ccccc4F)ccc3O[C@H]2[C@H](CO)O1	-0.6
O=C(NC[C@@H]1N[C@@H](CO)[C@@H]1c1ccc(-c2ccccc2F)cc1)c1ccccn1	0.1
CN(C)CC#Cc1ccc([C@H]2[C@@H](CO)N3CCCCN(C(=O)Nc4ccccc4F)C[C@@H]23)cc1	-2.9
C[C@@H]1CN([C@H](C)CO)C(=O)Cc2cc(NC(=O)Nc3cccc4ccccc34)ccc2O[C@H]1CN(C)S(=O)(=O)c1ccccc1	-3.4
COc1cccc(S(=O)(=O)Nc2ccc3c(c2)[C@H]2C[C@@H](CC(=O)NCc4ccccc4F)O[C@@H](CO)[C@H]2O3)c1	-1.4
CC(=O)N[C@H]1C=C[C@@H](CC(=O)NCC2CCCCC2)O[C@@H]1CO	0.3
COc1cccc(-c2cnc3c(c2)C(=O)N([C@H](C)CO)C[C@H](C)[C@@H](CN(C)Cc2cccnc2)O3)c1	7.9
Cc1noc(C)c1S(=O)(=O)Nc1ccc2c(c1)CC(=O)N([C@@H](C)CO)C[C@@H](C)[C@@H](CN(C)CC1CCCCC1)O2	0.6
C[C@@H]1CN([C@H](C)CO)C(=O)c2cc(NS(=O)(=O)c3ccc(Cl)cc3)ccc2O[C@H]1CN(C)Cc1ccc(C(=O)O)cc1	4.8
C[C@@H]1CN([C@H](C)CO)C(=O)Cc2cc(NS(=O)(=O)c3cccs3)ccc2O[C@@H]1CN(C)Cc1ccc2c(c1)OCO2	1.0
CCC(=O)N1C[C@@H](C)[C@H](OC)CN(C)C(=O)c2ccc(NC(=O)COC)cc2OC[C@@H]1C	-2.8
CNC[C@@H]1OCCCC[C@H](C)Oc2ccc(NC(=O)Nc3c(C)noc3C)cc2C(=O)N([C@@H](C)CO)C[C@@H]1C	-1.4
CN1C(=O)c2cc(NS(=O)(=O)c3ccccc3Cl)ccc2OC[C@H]2O[C@@H](CC(=O)O)CC[C@H]21	-1.7
COCC(=O)N(C)C[C@@H]1Oc2cc(C#CC(C)(C)O)ccc2S(=O)(=O)N([C@H](C)CO)C[C@H]1C	2.3
C[C@@H]1CN([C@H](C)CO)C(=O)c2cc(NC(=O)C3CCCCC3)ccc2O[C@@H](C)CCCCO[C@H]1CN(C)S(=O)(=O)c1cn(C)cn1	-0.3
C[C@H]1CN([C@@H](C)CO)S(=O)(=O)c2ccc(C#CC3CC3)cc2O[C@@H]1CN(C)C	-0.6

Exported in markdown: part of the list above.
| canonical_smiles | Mtb BioA inh |
| --- | --- |
| CN1C(=O)c2cc(NS(=O)(=O)c3ccccc3Cl)ccc2OC[C@H]2O[C@@H](CC(=O)O)CC[C@H]21 | -1.7 |
| COCC(=O)N(C)C[C@@H]1Oc2cc(C#CC(C)(C)O)ccc2S(=O)(=O)N([C@H](C)CO)C[C@H]1C | 2.3 |
| Cc1noc(C)c1S(=O)(=O)Nc1ccc2c(c1)CC(=O)N([C@@H](C)CO)C[C@@H](C)[C@@H](CN(C)CC1CCCCC1)O2 | 0.6 |

(further entries)
SMILES	Mtb BioA inh
O=C(Cc1ccccn1)N1CCCCN2[C@H](CO)[C@@H](c3ccc(Br)cc3)[C@H]2C1	2.6
O=C(NCC[C@H]1CC[C@@H](NC(=O)C2CCCCC2)[C@@H](CO)O1)c1cc(Cl)cc(Cl)c1	-2.2
O=C(N[C@H]1CC[C@@H](CCn2cc(C3(O)CCCC3)nn2)O[C@@H]1CO)C1CCCCC1	6.3
C[C@@H]1CN([C@@H](C)CO)C(=O)c2cccc(NC(=O)Nc3ccccc3)c2O[C@H]1CN(C)C(=O)Nc1ccc(F)cc1	3.4
Cc1noc(C)c1NC(=O)N(C)C[C@H]1Oc2ccc(NS(=O)(=O)c3cn(C)cn3)cc2CC(=O)N([C@@H](C)CO)C[C@@H]1C	-0.8
COCCNC(=O)C[C@@H]1C[C@H]2c3cc(NC(=O)c4cccnc4)ccc3O[C@H]2[C@H](CO)O1	11.4
C[C@@H]1CN([C@H](C)CO)C(=O)Cc2cc(N(C)C)ccc2O[C@@H]1CN(C)C(=O)NC1CCCCC1	-1.7
C[C@@H]1CN([C@@H](C)CO)S(=O)(=O)c2ccc(-c3cccnc3)cc2O[C@@H]1CN(C)C(=O)CC1CC1	1.1
COc1ccc(NC(=O)Nc2ccc3c(c2)C(=O)N([C@H](C)CO)C[C@H](C)[C@@H](CN(C)C)OCCCC[C@@H](C)O3)cc1	-5.0
CCCNC(=O)Nc1ccc2c(c1)C(=O)N(C)[C@@H]1CC[C@@H](CC(=O)NC3CCC3)O[C@@H]1CO2	-3.0
C[C@@H]1CN([C@H](C)CO)C(=O)c2cccc(NC(=O)C3CC3)c2O[C@@H]1CN(C)S(=O)(=O)c1cccs1	-0.9
C[C@H]1CN([C@@H](C)CO)C(=O)Cc2cc(NS(=O)(=O)c3ccc(F)cc3)ccc2O[C@@H]1CN(C)Cc1ccncc1	0.7
COCC(=O)Nc1ccc2c(c1)OC[C@H](C)N(C(=O)Cc1ccccn1)C[C@H](C)[C@@H](OC)CN(C)C2=O	1.1
O=C(c1cnccn1)N1CC[C@H]2[C@H](CO)Nc3ccc(-c4ccccc4F)cc3[C@H]21	-0.7
C[C@@H]1CN([C@@H](C)CO)C(=O)c2cc(NC(=O)Nc3ccccc3)ccc2O[C@@H]1CN(C)Cc1ccccc1	2.0
O=C(Cc1ccccn1)N1CC[C@@H]2[C@H](CO)Nc3ccc(-c4cccc(F)c4)cc3[C@@H]21	4.4
Cc1cc(C(=O)Nc2cccc3c2O[C@H](CN(C)Cc2ccc(Oc4ccccc4)cc2)[C@H](C)CN([C@@H](C)CO)C3=O)n(C)n1	-0.9
C[C@H]1CN([C@@H](C)CO)C(=O)Cc2cc(NS(=O)(=O)c3ccc(F)cc3)ccc2O[C@@H]1CN(C)Cc1ccccc1	-2.9
O=C(C[C@H]1CC[C@@H]2[C@H](COC[C@@H](O)CN2C(=O)c2ccccc2F)O1)NCc1ccc(F)cc1	1.1
Cc1ccccc1S(=O)(=O)N1CCCCN2[C@H](CO)[C@@H](c3ccc(-c4cccnc4)cc3)[C@@H]2C1	-1.1
COCC#Cc1ccc2c(c1)O[C@H](CN(C)C(=O)C1CCOCC1)[C@H](C)CN([C@H](C)CO)S2(=O)=O	2.3
COCC(=O)NC[C@H]1N[C@H](CO)[C@@H]1c1ccc(C2=CCCC2)cc1	0.3

Arranged by molecular weight (ascending): six of the compounds above
SMILES	Mtb BioA inh
O=C(Cc1ccccn1)N1CC[C@@H]2[C@H](CO)Nc3ccc(-c4cccc(F)c4)cc3[C@@H]21	4.4
COCCNC(=O)C[C@@H]1C[C@H]2c3cc(NC(=O)c4cccnc4)ccc3O[C@H]2[C@H](CO)O1	11.4
O=C(Cc1ccccn1)N1CCCCN2[C@H](CO)[C@@H](c3ccc(Br)cc3)[C@H]2C1	2.6
CCCNC(=O)Nc1ccc2c(c1)C(=O)N(C)[C@@H]1CC[C@@H](CC(=O)NC3CCC3)O[C@@H]1CO2	-3.0
C[C@H]1CN([C@@H](C)CO)C(=O)Cc2cc(NS(=O)(=O)c3ccc(F)cc3)ccc2O[C@@H]1CN(C)Cc1ccccc1	-2.9
COc1ccc(NC(=O)Nc2ccc3c(c2)C(=O)N([C@H](C)CO)C[C@H](C)[C@@H](CN(C)C)OCCCC[C@@H](C)O3)cc1	-5.0

A portion of the library. The share of hits here may be higher or lower than overall.
